Bioassay records from PubChem.
TDP1 inh = qHTS Assay for Inhibitors of Tyrosyl-DNA Phosphodiesterase (TDP1); recombinant TDP1, AlphaScreen DNA substrate cleavage; Tyrosyl-DNA phosphodiesterase 1 (Homo sapiens), Q9NUW8; 0.28% of 350,000 active; Potency, µM (doses to about 130 µM), for the others: at the top dose activity change, negative = inhibition, actives largely listed as inhibitors; further: nearly all actives have a fitted effect of over 40% in size
Target sequence (Q9NUW8 whole entry, looked up): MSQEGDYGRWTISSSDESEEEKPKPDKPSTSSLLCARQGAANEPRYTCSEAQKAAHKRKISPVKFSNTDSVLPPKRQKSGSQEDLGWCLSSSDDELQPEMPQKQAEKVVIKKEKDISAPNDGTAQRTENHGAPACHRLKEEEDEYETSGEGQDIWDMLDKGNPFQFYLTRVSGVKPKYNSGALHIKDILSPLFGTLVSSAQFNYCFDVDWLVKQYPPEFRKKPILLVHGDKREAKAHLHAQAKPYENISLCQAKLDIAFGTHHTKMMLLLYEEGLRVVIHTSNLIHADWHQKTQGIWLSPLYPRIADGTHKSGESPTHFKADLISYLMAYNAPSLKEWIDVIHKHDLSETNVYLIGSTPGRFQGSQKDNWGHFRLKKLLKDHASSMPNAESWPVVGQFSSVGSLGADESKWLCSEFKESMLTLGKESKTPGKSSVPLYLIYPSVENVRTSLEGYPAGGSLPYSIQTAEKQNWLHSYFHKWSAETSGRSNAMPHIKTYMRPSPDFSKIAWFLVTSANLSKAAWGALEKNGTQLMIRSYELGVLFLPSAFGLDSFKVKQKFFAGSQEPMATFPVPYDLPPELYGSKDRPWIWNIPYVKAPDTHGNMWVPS
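AlphaScreen read-out: signal falls as enzyme removes the 3' tyrosine-FITC from a 5'-biotinylated DNA oligo (15 nM, 5 min, RT). Enzyme was E. coli-made recombinant Tdp1 at 1 nM, exposed to compound for 15 min beforehand; beads 10 ug/ml, 10 min.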
TDP1 cell CPT = qHTS for Inhibitors of human tyrosyl-DNA phosphodiesterase 1 (TDP1): qHTS in cells in presence of CPT | chicken DT40 Tdp1-/-;hTDP1 cells + 20 nM CPT, ATP luminescence, 48 h | Potency, µM (doses to about 46.2 µM), for the others: top-dose activity change, negative = growth inhibition, usual class: inhibitors | 12% of 420,000 active; further: nearly all actives have a fitted effect of over 55% in size
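Chicken DT40 Tdp1-/- cells complemented with human TDP1, 400 cells/well, exposed to compounds plus 20 nM camptothecin for at least 48 h at 37 C; viability read as ATP content by CellTiter-Glo luminescence.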
TDP1 cell noCPT = qHTS for Inhibitors of human tyrosyl-DNA phosphodiesterase 1 (TDP1): qHTS in cells in absence of CPT | DT40 Tdp1-/- hTDP1 cells, no CPT, ATP luminescence, 48 h | AID 686978, 2013 | Potency, µM (highest dose often 46.2 µM), for inactives: top-dose activity change, negative = growth inhibition, usual class: inhibitors | 15% of 420,000 active; further: nearly all actives have a fitted effect of over 55% in size
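Chicken DT40 Tdp1-/- cells stably complemented with human TDP1 were seeded at 400 cells/well with DMSO in place of 20 nM camptothecin. After compound pinning, cells grew at least 48 hr at 37 °C; viability read by CellTiter-Glo luminescence.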
Starred values were filed as active, the others as inactive; ? = inconclusive; · = no result given; [ ] = another dose, or the depositor's remark. The call rests on the fitted dose curve; in most records, active means well fitted curve in the direction sought with a large enough effect; inconclusive means small, poorly fitted or top-dose-only effect, or another doubt; inactive means no such curve, though single readings can be large; an effect the other way counts as inactive or inconclusive. On the % scale 0 is the no-effect control and ±100 the full control effect; potency means the concentration at half of the fitted maximal effect.

SMILES	TDP1 inh	TDP1 cell CPT	TDP1 cell noCPT
O=C(Nc1ccc(F)c(Cl)c1)C1Cc2c(-c3ccco3)ccnc2O1 (centres undefined)	·	23µM*	15µM*
O=C(Cc1ccc(S(=O)(=O)N2CCOCC2)s1)N1CCN(S(=O)(=O)c2cccc([N+](=O)[O-])c2)CC1	-11%[0.505 µM]	-20%	-23%
CCC(=O)N1CCc2cc(S(=O)(=O)NC(C(=O)Nc3cccc(C)n3)C(C)C)ccc21 (centres undefined)	2%	6%	1%
O=C(Nc1cc(S(=O)(=O)N2CCCCC2)ccc1Cl)C1=NN(c2ccccc2)C(=O)CC1	-2%	?	8.2µM*
CC1C(=O)Nc2ccccc2N1C(=O)c1c(F)cccc1F (centres undefined)	·	-18%	-18%
COc1ccc(CNC(=O)CN2C(=O)CSc3ccc(S(=O)(=O)N4CCOCC4)cc32)cc1	5%	13%	8%
Cc1ccc(OCC(=O)NN2C(=O)c3ccccc3C2=O)c(C)c1	0%	-3%	-3%
O=C(NCCCc1ccccc1)c1ccc([N+](=O)[O-])cc1Cl	·	11%	?
O=S(=O)(c1ccc(F)cc1)N1CCN(c2ccccc2)CC1	-4%	-9%	-22%
C/C(=C\C(=S)Nc1ccccc1)Nc1ccc2ccccc2c1	-3%	18µM*	?
O=C(CC(c1ccccc1)c1ccccc1)NCc1cccnc1	-5%	?	?
N#CC(=C=[N-])c1nc2ccccc2nc1-[n+]1cccc(NC(=O)c2cccs2)c1	0%	5.8µM*	6.5µM*
O=C(CN1C(=O)CCS(=O)(=O)c2ccccc21)NCc1ccccc1	2%	-1%	13%
COc1ccc(C(=O)N2CCN(Cc3ccccc3)CC2)cc1[N+](=O)[O-]	3%	-12%	?
COc1ccc(C(=O)NCCCNC(=O)c2ccccn2)cc1Br	4%[56.1 µM]	-15%	1%
CCOC(=O)[C@]12CCCC=C1N(Cc1cccc3ccccc13)C(=O)[C@H](CC(=O)NCC1CCCCC1)C2	·	?	23µM*
COc1cccc2cc(S(=O)(=O)c3ccc(C)cc3)/c(=N/NS(=O)(=O)c3ccc(C)cc3)oc12	5%	-4%	-3%
COc1cc2c(cc1OC)C(c1ccccc1)CC2=O (centres undefined)	6%	-12%	-7%
O=C(Nc1ccc(Oc2ccc(NC(=O)Nc3ccc([N+](=O)[O-])cc3)cc2)cc1)Nc1ccc([N+](=O)[O-])cc1	0%	2.3µM*	2.1µM*
O=S(=O)(Nc1ccccc1N1CCCCC1)c1ccc(F)cc1	6%	?	?
COC(=O)c1ccc(COC(=O)CNC(=O)c2ccco2)cc1	3%	0%	-13%
O=C(O)CCn1nnc(-c2ccccc2)n1	3%	?	?
CCc1ccc(NC(=O)CSc2nc(=O)n(Cc3ccco3)c3c2CCC3)cc1	8%	?	?
OC(c1ccccc1)c1nc(-c2ccc(F)c(Cl)c2)cs1 (centres undefined)	·	16µM*	-39%
CCn1c(C(c2ccccc2)c2ccccc2)n[nH]c1=S	6%	-15%	?

Part of the list above in order of SMILES length, low to high:
SMILES	TDP1 inh	TDP1 cell CPT	TDP1 cell noCPT
C/C(=C\C(=S)Nc1ccccc1)Nc1ccc2ccccc2c1	-3%	18µM*	?
CCc1ccc(NC(=O)CSc2nc(=O)n(Cc3ccco3)c3c2CCC3)cc1	8%	?	?
O=C(Nc1cc(S(=O)(=O)N2CCCCC2)ccc1Cl)C1=NN(c2ccccc2)C(=O)CC1	-2%	?	8.2µM*
CCOC(=O)[C@]12CCCC=C1N(Cc1cccc3ccccc13)C(=O)[C@H](CC(=O)NCC1CCCCC1)C2	·	?	23µM*

Remaining list, next part:
SMILES	TDP1 inh	TDP1 cell CPT	TDP1 cell noCPT
O=C(Nc1ccon1)C1CCN(S(=O)(=O)c2cccs2)CC1	2%	?	23µM*
C=CCNC(=O)[C@@H]1CSC2c3ccc(OC)c(OC)c3C(=O)N21 (some centres undefined)	·	13%	-10%
Cc1cccc(C)c1NC(=O)C(C1CC1)n1c(-c2ccc(-c3ccccc3)cc2)nc2ccccc21 (centres undefined)	·	?	?
CCn1c(=O)c2cc(C(=O)Nc3cc(F)ccc3F)sc2c2ccccc21	1%	?	?
N/C(=N/OCc1cccc([N+](=O)[O-])c1)c1nonc1N	6%	-1%	?
CC1(C)Cc2cccc(OCC(=O)O)c2O1	5%	3%	-2%
COc1ccc(N2C(=O)C3CC(C)=C(C)CC3C2=O)c(OC)c1 (centres undefined)	0%	-2%	-5%
COc1ccc(Cc2c(-c3ccc(C)cc3)nc3c(C)cc(Br)cn23)c(C)c1	·	?	?
O=c1c2c(nc3cc(-c4cccc(Cl)c4)[nH]n13)CCCC2	6%	?	21µM*
CC(C)(C)C(=O)C[n+]1cccc(C(N)=O)c1	-4%	-23%	-1%
Cc1cccc(NC(=O)CCC(=O)c2cccs2)n1	0%	-6%	-12%
COc1cccc(C(=O)NCCN2CCN(c3ccccc3)CC2)c1	·	0%	15%
COc1ccc(N(CC(=O)NCC2CCCO2)C(=O)CCC(=O)Nc2nccs2)c(OC)c1 (centres undefined)	·	-4%	-20%
CC(=O)NCC(=O)OCN1C(=O)c2ccccc2C1=O	1%[56.1 µM]	-1%	-6%
C=CCn1cccc(C(=O)Nc2ccc(Cl)cc2)c1=O	·	-5%	2%
CCCCSc1nc2c(c(=O)[nH]c(=O)n2C)n1CCc1ccccc1	2%	?	?
CC1=NOC(=O)/C1=C/c1ccc(N(C)C)cc1	5%	3%	-11%
CC(C)NC(=O)c1ccc(OC2CSC2)cc1	-1%	-29%	-26%
CC(=O)O[C@H]1[C@@H](O)[C@H](O)[C@H](Oc2c(O)c(C)c3c4c2[C@@H](C)CC[C@@H]4[C@@H](C)C[C@H]3C=C(C)C)O[C@H]1C	2%	?	18µM*
Cc1c(C(=O)NCc2ccccn2)oc2ccc(Br)cc12	-3%	-20%	-17%
O=C(Nc1ccc(O)c2c(=O)cc(-c3cccc(Cl)c3)oc12)c1ccc(F)cc1	·	?	13µM*
Cc1cccc(CN2CCN([C@@H]3CS(=O)(=O)N[C@H]3COCc3ccccc3)CC2)c1	·	?	?
CC(=O)Nc1ccc(NC(=O)CSc2nnc(-c3ccccc3)n2Cc2ccc3c(c2)OCO3)cc1	6%	-20%	?
O=C1c2cccc3c(O)ccc(c23)C(=O)N1Cc1ccccc1	-4%	?	?
COCc1cccc(-c2csc(C(O)c3ccccc3)n2)c1 (centres undefined)	·	?	?

An excerpt of these results, bar-delimited.
Compound | TDP1 inh | TDP1 cell CPT | TDP1 cell noCPT
CCn1c(C(c2ccccc2)c2ccccc2)n[nH]c1=S | 6% | -15% | ?
O=C(Nc1ccon1)C1CCN(S(=O)(=O)c2cccs2)CC1 | 2% | ? | 23µM*
C=CCNC(=O)[C@@H]1CSC2c3ccc(OC)c(OC)c3C(=O)N21 (some centres undefined) | · | 13% | -10%
Cc1cccc(C)c1NC(=O)C(C1CC1)n1c(-c2ccc(-c3ccccc3)cc2)nc2ccccc21 (centres undefined) | · | ? | ?
CCn1c(=O)c2cc(C(=O)Nc3cc(F)ccc3F)sc2c2ccccc21 | 1% | ? | ?
N/C(=N/OCc1cccc([N+](=O)[O-])c1)c1nonc1N | 6% | -1% | ?
CC1(C)Cc2cccc(OCC(=O)O)c2O1 | 5% | 3% | -2%
COc1ccc(N2C(=O)C3CC(C)=C(C)CC3C2=O)c(OC)c1 (centres undefined) | 0% | -2% | -5%
COc1ccc(Cc2c(-c3ccc(C)cc3)nc3c(C)cc(Br)cn23)c(C)c1 | · | ? | ?
O=c1c2c(nc3cc(-c4cccc(Cl)c4)[nH]n13)CCCC2 | 6% | ? | 21µM*
CC(C)(C)C(=O)C[n+]1cccc(C(N)=O)c1 | -4% | -23% | -1%
Cc1cccc(NC(=O)CCC(=O)c2cccs2)n1 | 0% | -6% | -12%
COc1cccc(C(=O)NCCN2CCN(c3ccccc3)CC2)c1 | · | 0% | 15%
COc1ccc(N(CC(=O)NCC2CCCO2)C(=O)CCC(=O)Nc2nccs2)c(OC)c1 (centres undefined) | · | -4% | -20%
CC(=O)NCC(=O)OCN1C(=O)c2ccccc2C1=O | 1%[56.1 µM] | -1% | -6%
C=CCn1cccc(C(=O)Nc2ccc(Cl)cc2)c1=O | · | -5% | 2%
CCCCSc1nc2c(c(=O)[nH]c(=O)n2C)n1CCc1ccccc1 | 2% | ? | ?
CC1=NOC(=O)/C1=C/c1ccc(N(C)C)cc1 | 5% | 3% | -11%
CC(C)NC(=O)c1ccc(OC2CSC2)cc1 | -1% | -29% | -26%
CC(=O)O[C@H]1[C@@H](O)[C@H](O)[C@H](Oc2c(O)c(C)c3c4c2[C@@H](C)CC[C@@H]4[C@@H](C)C[C@H]3C=C(C)C)O[C@H]1C | 2% | ? | 18µM*
Cc1c(C(=O)NCc2ccccn2)oc2ccc(Br)cc12 | -3% | -20% | -17%
O=C(Nc1ccc(O)c2c(=O)cc(-c3cccc(Cl)c3)oc12)c1ccc(F)cc1 | · | ? | 13µM*
Cc1cccc(CN2CCN([C@@H]3CS(=O)(=O)N[C@H]3COCc3ccccc3)CC2)c1 | · | ? | ?

Next compounds follow:
SMILES	TDP1 inh	TDP1 cell CPT	TDP1 cell noCPT
COc1ccc(C2CC(c3ccc(Cl)cc3)=NN2C(C)=O)cc1 (centres undefined)	2%	?	?
Cc1ccccc1NC(=O)CCC(=O)N1CC(C)Sc2ccccc21 (centres undefined)	3%	?	?
Cc1cc2c(cc1C)-c1nnnn1C(N1CCCC1)C(=O)N2 (centres undefined)	·	?	?
CC(=O)Nc1sc(N/N=C/c2ccc(N(C)C)cc2)nc1-c1ccc(C)cc1	8%	-12%	-20%
Cc1ccc2c(Cl)c(C(=O)NC3CC3)sc2c1	2%	-5%	-6%
CCN1/C(=C/C=C/C=C/C=C/c2sc3ccccc3[n+]2CC)Sc2ccccc21	·	0.52µM*	0.23µM*
